SKBR3 24h inh: SK-BR-3 proliferation inhibitors, primary screen, cell-based, human, 24 h; AID 847, 2007; SK-BR-3 viability, CellTiter-Glo ATP luminescence; stronger effect = lower value; viability, % at 10 µM; hit rate 0.47% among 41,000;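 active = viability at or below the median of all test compounds minus 3 SD, in both replicates if run twice, cut at about 45% in these data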;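 also: 100% = median untreated cell wells and 0% = median positive control drug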
The depositor's hits bear a star.

SMILES	SKBR3 24h inh
COc1ccc(C2C(C(=O)N3CCN(C)CC3)c3ccccc3C(=O)N2C2CCCCC2)cc1 (stereo not drawn)	87
Cc1nn(CC(=O)NCCN2CCOCC2)c(=O)c2ccccc12	142
O=C(CSc1nnc(-c2ccccn2)n1Cc1ccccc1)NC1CCCC1	84
O=S(=O)(Nc1nccs1)c1ccc(NS(=O)(=O)c2cccs2)cc1	92
CCN(CC)C(=O)CSc1nnc(CCNC(=O)OC(C)(C)C)o1	82
O=c1cc[nH]c2cc(C(F)(F)F)ccc12	99
CCOC(=O)CC(C#N)c1c[nH]c2ccccc12 (stereo not drawn)	112
C=CCn1c(SCC(=O)NCC(=O)OCC)nnc1-c1cccc(OC)c1	114
Cc1cccc(C)c1N1CCN(S(=O)(=O)c2ccc(F)cc2)CC1	86
CCOc1cc(N2CCOCC2)c(OCC)cc1NC(=O)Cc1cn2ccsc2n1	87
COCc1cc(=O)n2[nH]c(C)cc2n1	110
CCSc1ccccc1C(=O)Nc1cccc(OC)c1	93
CN(C)S(=O)(=O)Nc1ccc(NS(=O)(=O)N(C)C)c(S(=O)(=O)c2ccccc2)c1	82
CCCn1cnc2cc(NCc3cccc(OC)c3O)ccc21	96
CC12CCC(C(=O)NCc3ccco3)(OC1=O)C2(C)C (stereo not drawn)	96
COC(=O)/C=c1\sc2n(c1=O)C(C)=CC(C)(C)N=2	107
CCc1nc2nc(C)cc(Nc3cccc(C(F)(F)F)c3)n2n1	84
O=C(NCC(=O)N(c1ccc2c(c1)OCO2)C(C(=O)NC1CCCC1)c1cccs1)c1ccco1 (stereo not drawn)	75
c1ccc(N2CCN(c3nc4cc5c(cc4s3)OCO5)CC2)cc1	95
COC(=O)C(C#N)C(c1cccnc1)c1c(C)[nH][nH]c1=O (stereo not drawn)	82
O=S(=O)(c1cc(C(F)(F)F)ccc1Cl)N1CCCCCC1	73
CC(C)c1c(O)nc(SCC(=O)Nc2ccc3c(c2)CCC3)[nH]c1=O	108
CCc1c(C)c2ccc(OCC(=O)OC(C)C)c(C)c2oc1=O	88
O=C1C(=O)N(Cc2cccnc2)C(c2ccccn2)/C1=C(/O)c1ccccc1 (stereo not drawn)	84
CCCCC(=O)Nc1ccc(NC(=O)C2CC2)cn1	86
CCCn1c(=NC(C)=O)c(C#N)cc2c(=O)n3cccc(C)c3nc21	88
COC(=O)c1ccc(COC(=O)c2ccc(N(C)C)cc2)cc1	110
COc1ccc(NC(=O)CSc2nnc(-c3ccccc3)n2Cc2ccco2)c(OC)c1	95
CCOC(=O)Cc1nnc(NC(=O)c2cccc(OCC)c2)s1	77
O=C(NCC1CCCO1)C1CCCN(Cc2cnn(-c3ccccc3)c2-n2cccc2)C1 (stereo not drawn)	88

Some of these compounds in order of length of the SMILES, low to high:
SMILES	SKBR3 24h inh
COCc1cc(=O)n2[nH]c(C)cc2n1	110
CCOC(=O)CC(C#N)c1c[nH]c2ccccc12 (stereo not drawn)	112
CCOC(=O)Cc1nnc(NC(=O)c2cccc(OCC)c2)s1	77
CCc1c(C)c2ccc(OCC(=O)OC(C)C)c(C)c2oc1=O	88
c1ccc(N2CCN(c3nc4cc5c(cc4s3)OCO5)CC2)cc1	95
CCOc1cc(N2CCOCC2)c(OCC)cc1NC(=O)Cc1cn2ccsc2n1	87

Going on with the list.
SMILES	SKBR3 24h inh
CNC(=O)CSc1nc2c(c(=O)n(C)c(=O)n2C)n1Cc1ccc(C)cc1	70
Cc1cccc(C)c1OCc1nnc(SCC(=O)Nc2nccs2)n1-c1ccccc1	83
O=C(Nc1ccc(S(=O)(=O)N2CCCC2)cc1Cl)C1=COCCO1	98
C=CCNC(=O)C12CC3CC(C1)CC(C(=O)NCC=C)(C3)C2	100
CCOC(=O)C1CCN(S(=O)(=O)c2cccc(-c3cn4ccccc4n3)c2)CC1	99
CN(c1ccc(C(=O)O)cc1)S(=O)(=O)c1ccccc1	98
CC(=O)Oc1ccc2c(C)c(CC(C)O)c(=O)oc2c1 (stereo not drawn)	95
COc1ccc(NC(=O)CN2C(=O)C(C)Oc3ccccc32)cc1 (stereo not drawn)	90
Cn1cc(C(=O)c2ccccc2)cc1-c1nc2ccccc2n1C	77
Cc1cccc2cc(CN(Cc3ccc(F)cc3)C(=O)N(C)C)c3nnnn3c12	83
C/C(=C\C(=O)Nc1cc(C)on1)c1ccccc1	77
CCOC(=O)N1CCN(C(=O)c2ccccc2CCc2ccccc2)CC1	87
COc1ccc(OC)c(CN2CCN(c3ccccc3OC)CC2)c1	93
COc1ccc(C)cc1-n1nnnc1SC/C(O)=C(\C#N)c1nc2ccccc2[nH]1	74
Clc1ccc(Cn2ncc3c(N4CCOCC4)ncnc32)cc1	98
COc1cc(C(=O)N2CCC(NC(=O)C(Cc3ccccc3C)NC(C)=O)CC2)cc(OC)c1OC (stereo not drawn)	94
NC(=O)Cn1cnc(-c2ccccc2)c1	95
CCOC(=O)CNC(=O)CSc1nc2cccnc2n1C1CCCCC1	104
O=C(Nc1ccc2c(c1)OCO2)c1cccc2c1C(=O)N(C1CCCCC1)C2	78
O=C(Cn1nc(-c2ccccc2)c2ccccc2c1=O)Nc1ccc2c(c1)nc1n2CCOC1	64
CC1CCN(CCCNC(=O)c2cn(C)c3ccc(S(=O)(=O)N4CCCC4)cc3c2=O)CC1	65
CCOC(=O)N1CCN(C(=O)CN(c2cc(C(F)(F)F)ccc2Cl)S(C)(=O)=O)CC1	95
O=C(NCCC1=CCCCC1)C1COc2ccccc2O1 (stereo not drawn)	78
COc1ccc(S(=O)(=O)N(C)CC(=O)NCCC2=CCCCC2)cc1	89
c1ccc(-c2csc3ncnc(NCCN4CCOCC4)c23)cc1	93
Cc1nn(C)cc1C(N)=O	147
Cc1cc(C)n(-c2nc3ccccc3c(=O)n2OCC(=O)OCc2ccccc2)n1	139
CC(C)(C)NC(=O)COc1ccc(CNn2nnnc2N)cc1	115
CC(C(=O)Nc1nccs1)N1C(=O)C2CC=CCC2C1=O (stereo not drawn)	90
CCN(c1c(C)n(C)n(-c2ccccc2)c1=O)S(C)(=O)=O	46
CCC(=O)c1ccccc1OCCN1C(=O)NC(C)(C)C1=O	96
CCOc1cccc(C(=O)Nc2ccccc2OC(F)F)c1	86
CC(NC(=O)CC12CC3CC(CC(C3)C1)C2)C(=O)O (stereo not drawn)	90
CCCCn1c(=O)c2c(c3ccccc31)OCC(=O)N2	117
Cc1cc(C)c2c(n1)sc1c(N3CCOCC3)ncnc12	95
CCOC(=O)N1CCN(CC(=O)Nc2ccc(C)cc2)CC1	85
Cc1ccccc1CS(=O)(=O)c1nnc([C@H](CC(C)C)NC(=O)OC(C)(C)C)o1	85
O=C(c1cccc(C(=O)N2CCN(c3ccccc3F)CC2)n1)N1CCN(c2ccccc2F)CC1	96
CCCc1ccc(-c2ccc(C(=O)O)cc2)nc1	82
Cc1onc(-c2ccccc2)c1C(=O)Nc1nc2c(s1)CCCC2	75
Cc1csc(NC(=O)CSc2nnc3ncccn23)n1	89
CCC(=O)Nc1ccc2c(c1)ncn2-c1ccccc1OC	104
O=C1CN(CC(=O)N2CCOCC2)c2ccccc2O1	100
O=C(CSc1nc2ccccc2o1)N1CCN(C(=O)c2ccco2)CC1	84
O=C(O)C1CSC(CCc2ccccc2)N1 (stereo not drawn)	108
COCCn1nnnc1C(c1ccc(OC)c(OC)c1)N1CCN(c2nc3ccccc3s2)CC1 (stereo not drawn)	100
COC(=O)c1ccc(-n2nnnc2SCC(=O)Nc2ccccc2OC)cc1	85
Cc1nn(-c2ccc(F)cc2)c2nc(N)c(C#N)c(-c3cccs3)c12	83
CCC(C)NCC(=O)Nc1ccc(-c2nc3cc(NC(=O)CNC(C)CC)ccc3o2)cc1 (stereo not drawn)	78
COc1ccc(-c2noc(CSc3ccccc3)n2)cc1OC	92

Additional structures follow.
SMILES	SKBR3 24h inh
CC1CC(C)CN(Cc2nc3c(c(=O)n(C)c(=O)n3C)n2CCN2CCOCC2)C1 (stereo not drawn)	118
CCCCSC1=C(C#N)C(c2ccccc2C)C(C(=O)OCC)C(=O)N1 (stereo not drawn)	83
CCOC(=O)CNC(=O)CSc1nnc(-c2ccco2)n1Cc1ccco1	64
Cn1c(=O)c2[nH]c(Nc3ccccc3)nc2n(C)c1=O	85
COc1ccc(-c2nnn(Cc3nc(N)nc(N4CCCCC4)n3)n2)cc1	96
O=C(c1ccco1)N(CCCN1CCOCC1)c1nc(-c2ccc(Cl)cc2)cs1	72
CCOc1ccccc1NC(=O)Cn1c(=O)n(CCC(=O)NC2CCCC2)c(=O)c2ccccc21	84
O=C1c2ccccc2C(O)(Cc2ccccc2)N1c1ccc2c(c1)OCO2 (stereo not drawn)	102
CCN1CCCC1CN=Cc1c(O)n(-c2ccccc2)c(=O)c2ccccc12 (stereo not drawn)	83
Cc1cc(C)n(-c2nc3ccccc3n3nnnc23)n1	87
COc1ccc(-c2ncc3ccccn23)cc1	95
O=C(CCCNS(=O)(=O)c1cccc2nsnc12)N1CCCCC1	79
CCN(C(=O)CSc1nnc(Cn2nnc3ccccc32)o1)c1nc(-c2ccccc2)cs1	59
COc1cc(N)ccc1Cc1ccc(N)cc1OC	93
Cc1ccc(NC(=O)c2ccccc2F)nc1	97
Cn1nnc2cc(C(=O)NCc3ccco3)ccc21	115
Cc1ccc(C(C(=O)NC2CCCCC2)N2CCOCC2)cc1 (stereo not drawn)	88
CCS(=O)(=O)N1CCC(NC(=O)C2CCCCC2)CC1	104
COC(=O)c1ccccc1NC(=O)c1ccc(NS(C)(=O)=O)cc1	102
COc1ccc(C2=Nn3c(nnc3-c3ccccc3)SC2)cc1OC	106
O=C(O)CN1C(=O)CC(Cc2ccccc2)C1=O (stereo not drawn)	100
CCOC(=O)CSC1=C(C#N)C(c2ccc(F)cc2)C(C(C)=O)=C(C)N1 (stereo not drawn)	106
Cc1cc(C)n(C(=O)Cc2cn3ccsc3n2)n1	95
C=CCSC1=N/C(=C\c2ccsc2)C(=O)S1	100
NC1=NC2(CCCCC2)n2c(nc3ccccc32)N1	112
O=C(NCCCN1CCN(C2CCCCC2)CC1)Nc1ccccc1C(F)(F)F	89
CN(C)S(=O)(=O)N1CCC(C(=O)O)(c2ccccc2)CC1	100
CCC1(C(=O)OC)NC(c2ccco2)C2C(=O)N(c3ccc(C)cc3)C(=O)C21 (stereo not drawn)	71
CCN(CC)CCNC(=O)c1c(O)c2c([nH]c1=O)CCCC2	118
CSc1nnc(-c2cc3ccccc3cc2O)n1C	87
Nn1c(CSc2nc3ccccc3o2)nnc1CSc1nc2ccccc2o1	77
COc1ccc2nc(NC(=O)C(NS(=O)(=O)c3cccs3)C(C)C)sc2c1 (stereo not drawn)	79
COc1cccc(-c2csc(NC(C)=O)n2)c1	90
CCS(=O)(=O)N1CCN(C(=O)c2cccs2)CC1	86
Cc1cccc(N2CCN(C(=O)c3cn(C)c(=O)c4c3c3ccccc3n4C)CC2)c1C	103
COc1cc(OC)cc(-n2nnnc2SCC(=O)N2CCCC2)c1	99
CCOC(=O)c1oc2nc3c(cc2c1N)COC(C)(C)C3	107
CC(NC(=O)CSc1nc2ccccc2c(=O)[nH]1)c1ccccc1 (stereo not drawn)	106
CCCC(C)NS(=O)(=O)c1ccccc1 (stereo not drawn)	82
C/C(=N/n1cnnc1)c1cccnc1	89
CCOC(=O)CC(=O)Nc1cc(Cl)ccc1O	70
O=C(Nc1ccc(F)cc1)NC1(C(=O)NCc2ccco2)CCCCC1	106
COCc1[nH]nc2c1C1(CCC3(CC1)OCCO3)C(C#N)=C(N)O2	90
Cc1c(N=CN2CCOCC2)c(=O)n(C)c(=O)n1C	99
CCn1c(SCC(=O)O)nnc1-c1cc2c(C)nn(-c3ccccc3)c2s1	100
O=C(C1=C(O)C(=O)N(CCN2CCOCC2)C1c1cccnc1)c1cc2ccccc2o1 (stereo not drawn)	103
COCCCN1C(=O)C(=O)/C(=C(/O)c2ccc(OC)cc2C)C1c1cccnc1 (stereo not drawn)	88
CN(CC(=O)NCCN1CCCCCC1)S(=O)(=O)c1cccc2nsnc12	76
CC(=O)C1=C(C)NC(SCC(N)=O)=C(C#N)C1c1cccnc1 (stereo not drawn)	104
COc1ccc(CC(=O)Nc2c3c(nn2-c2ccccc2C)CS(=O)C3)cc1 (stereo not drawn)	83

Remaining list, next part
SMILES	SKBR3 24h inh
O=C(CSc1nnnn1C1CCCC1)Nc1ccc2c(c1)OCO2	92
CS(=O)(=O)N1CCc2cc(S(=O)(=O)Nc3ccc4oc5c(c4c3)CCCC5)ccc21	71
Cn1c(=O)c2c(nc(Br)n2C)n(C)c1=O	89
CC(Oc1ccc(Cl)cc1Cl)c1nc(-c2ccccn2)no1 (stereo not drawn)	87
Cn1nc(-c2ccc(C(=O)Nc3cccnc3)cc2)c2ccccc2c1=O	89
Cc1nc(N)c(C#N)c(-c2cccnc2)c1C	92
Cc1ccc(C(C)C)c(OCCNS(C)(=O)=O)c1	92
CCOC(=O)NCc1ccc(Cl)c(Cl)c1	86
CCC(Oc1ccccc1)C(=O)Nc1nc2ccccc2[nH]1 (stereo not drawn)	85
CCCCN(C(=O)NC(=O)Nc1ccccc1OCC)S(C)(=O)=O	112
O=C(Nc1cccc2c1CCCC2)C1CCN(C(=O)NC2CCCCC2)CC1	81

Quoted at random: 10 records from the list
SMILES	SKBR3 24h inh
CCCCN(C(=O)NC(=O)Nc1ccccc1OCC)S(C)(=O)=O	112
CS(=O)(=O)N1CCc2cc(S(=O)(=O)Nc3ccc4oc5c(c4c3)CCCC5)ccc21	71
Cn1nc(-c2ccc(C(=O)Nc3cccnc3)cc2)c2ccccc2c1=O	89
CC(Oc1ccc(Cl)cc1Cl)c1nc(-c2ccccn2)no1 (stereo not drawn)	87
Cc1ccc(C(C)C)c(OCCNS(C)(=O)=O)c1	92
CCOC(=O)NCc1ccc(Cl)c(Cl)c1	86
Cc1nc(N)c(C#N)c(-c2cccnc2)c1C	92
Cn1c(=O)c2c(nc(Br)n2C)n(C)c1=O	89
CCC(Oc1ccccc1)C(=O)Nc1nc2ccccc2[nH]1 (stereo not drawn)	85
O=C(CSc1nnnn1C1CCCC1)Nc1ccc2c(c1)OCO2	92

Assay outcomes as filed in PubChem.

These rows are one share of the data; rates above refer to the full screens.
